Tat export inh – E. coli Tat export inhibitors, primary screen, MC4100, TorA-mCherry reporter, fluorescence, single point. inhibition, % at 10 µM. 340,000 tested, 0.036% active;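 active = mean replicate inhibition at least 50% and at least half of replicates individually reaching 50%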;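 note: exported cargo escapes ClpAP degradation while cytoplasmic cargo is degraded and loses fluorescence; 0% = median of neutral control wells and 100% = median of NaSCN control wells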
E coli growth – E. coli V3065 growth inhibition, primary screen, counter-screen for AddAB inhibitor project, absorbance, OD600; 18 h; 330,000 tested, 0.27% active; inhibition, % at 11.9 µM; AID 449728, 2010;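 active = inhibition above the campaign's mean inhibition across all tested compounds plus 3 SD, cut at about 9.9% in these data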;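 note: uninfected addAB+ strain grown without phage in ampicillin broth; 0% = DMSO wells and 100% = ciprofloxacin 0.95 µg/ml wells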
HTR5A ag ctr – HTR5A agonists in luminescence cell assay, primary screen, counter-screen for OPRM1-OPRD1 heterodimer agonist project, full-deck HTS; cell-based; 340,000 tested, 0.61% active; 5-hydroxytryptamine receptor 5A (Homo sapiens), P47898; activation, % at 9.3 µM; in the data active = activation mostly above about 9.5%, no sharp cut-off; inactive = mostly below about 7.6%;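 note: 0% = cells with vehicle only and 100% = reference agonist; strong numbers were not always called active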
DAGLB inhibitor – DAGLB lipase inhibitors, primary screen, biochemical, fluorescence, HTS. 340,000 tested, 0.059% active. inhibition, % at 5.17 µM. HEK293T DAGLB membrane lysate, EnzChek fluorogenic substrate. Diacylglycerol lipase-beta (Homo sapiens), Q8NCG7; in the data active = inhibition above about 34%;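 note: 0% = enzyme with vehicle and 100% = wells lacking enzyme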
Target sequence (Q8NCG7 whole entry, looked up): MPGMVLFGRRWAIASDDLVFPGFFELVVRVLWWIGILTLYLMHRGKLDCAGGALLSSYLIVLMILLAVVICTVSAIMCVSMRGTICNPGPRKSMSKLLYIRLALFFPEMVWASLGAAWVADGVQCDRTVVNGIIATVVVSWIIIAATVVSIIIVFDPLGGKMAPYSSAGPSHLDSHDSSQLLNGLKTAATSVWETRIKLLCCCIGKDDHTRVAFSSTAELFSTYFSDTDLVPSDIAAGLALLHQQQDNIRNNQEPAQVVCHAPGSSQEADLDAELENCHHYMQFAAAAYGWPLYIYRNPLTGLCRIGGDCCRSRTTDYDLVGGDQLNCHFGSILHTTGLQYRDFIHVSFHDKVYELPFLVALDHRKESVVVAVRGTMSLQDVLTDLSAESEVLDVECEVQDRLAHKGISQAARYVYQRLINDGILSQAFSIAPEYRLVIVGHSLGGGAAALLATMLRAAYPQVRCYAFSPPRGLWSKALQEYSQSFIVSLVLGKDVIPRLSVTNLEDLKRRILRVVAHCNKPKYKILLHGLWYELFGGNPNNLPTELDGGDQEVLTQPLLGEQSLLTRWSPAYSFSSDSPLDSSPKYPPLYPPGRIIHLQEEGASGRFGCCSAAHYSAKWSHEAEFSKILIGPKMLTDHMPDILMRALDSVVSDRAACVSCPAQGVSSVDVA
PKA-R1A activ – activators of PKA-R1A holoenzyme, primary screen, biochemical, fluorescence polarization, Cy5-IP20, bovine R1A, mouse PKAc; PKA-R1A dissociation; scaled: DMSO 0%, 113 µM cGMP 100%; AID 504707, 2011; cAMP-dependent protein kinase type I-alpha regulatory subunit (Bos taurus) + …; 340,000 tested, 0.083% active; activation, % at 11.4 µM;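 active = percent activation above the mean of all tested compounds plus 3 SD, cut at about 19% in these data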;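 note: higher means more PKAc released from R1A so a rise in polarization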
CDK5 inh – inhibitors of human CDK5/p35 kinase, primary screen, biochemical, single concentration | Cyclin-dependent kinase 5 (Homo sapiens) + Cyclin-dependent kinase 5 activator 1 (Homo … | inhibition, % at 10 µM | AID 488839, 2010 | 330,000 tested, 0.01% active | Recombinant CDK5/p35, ADP-Glo luminescence, 60 min;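 active = highest replicate inhibition of at least 50% and at least 75% of replicates reaching 50%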;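 note: plate controls were DMSO neutral control for no effect and GW8510 at 10 µM for full effect; many of its hits are not listed in these tables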
SUMO Mot1 rescue – yeast Mot1-301 growth rescue at high temperature, primary screen, SUMOylation pathway inhibitor project, S. cerevisiae, ATP luminescence, 38.5C; growth rescue, % at 18.8 µM; S. cerevisiae Mot1-301 growth rescue; percent above DMSO median, 100 means doubled; AID 2716, 2010; 320,000 tested, 1% active;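 active = every valid replicate shows activation above 250% relative to neutral control wells; inactive = the rest, any valid replicate at or below 250%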;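 note: OY570 slx delta 5 strain wells were the positive control but not used for scaling; some compounds called inactive have numbers as strong as hits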
HTR5A inv ctr – HTR5A inverse agonists in luminescence cell assay, primary screen, counter-screen for OPRM1-OPRD1 heterodimer inverse agonist project, full-deck HTS; 340,000 tested, 0.083% active; 5-hydroxytryptamine receptor 5A (Homo sapiens), P47898; HTR5A cell line, inverse agonism; inhibition, % at 9.3 µM; in the data active = inhibition mostly above about 23%, no sharp cut-off; inactive = mostly below about 18%;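 note: 0% = cells with DMSO and 100% = no-cell wells with DMSO; some compounds called inactive have numbers as strong as hits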
phage Ecoli inh – growth loss of phage-infected E. coli, primary screen, RecBCD inhibitor project, absorbance, with phage, HTS; inhibition, % at 11.9 µM; 360,000 tested, 0.26% active; in the data active = inhibition above about 11%
PKA-R2B activ – activators of PKA-R2B holoenzyme, primary screen, biochemical, fluorescence polarization, Cy5-IP20, human; cAMP-dependent protein kinase catalytic subunit beta (Homo sapiens) + cAMP-dependent …; PKA-R2B holoenzyme dissociation; R2B truncated from residue 108, S112A mutant; 0% DMSO only, 100% 113 µM cGMP; activation, % at 11.4 µM; 340,000 tested, 0.079% active; AID 504700, 2011;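 active = activation above a cutoff set at the mean over all compounds plus 3 SD, cut at about 18% in these data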;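 note: higher means more holoenzyme dissociation and a rise in polarization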
AddAB inh – growth inhibition of E. coli expressing H. pylori AddAB, primary screen, AddAB inhibitor project, absorbance; inhibition, % at 11.9 µM; 330,000 tested, 0.29% active; AID 435030, 2010; in the data active = inhibition above about 12%;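 note: 0% = vehicle wells of infected cells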
* = called active by the depositor; . = no result given.

SMILES	Tat export inh	E coli growth	HTR5A ag ctr	DAGLB inhibitor	PKA-R1A activ	CDK5 inh	SUMO Mot1 rescue	HTR5A inv ctr	phage Ecoli inh	PKA-R2B activ	AddAB inh
O=C(NCCCO)c1cc2ccccc2[nH]1	0	3.6	2	0	-5	-0.5	-6	7	-0.2	3	2.7
CN(C)c1ccc(/C=C/c2nnnn2-c2ccccc2)cc1	-5	-0.6	-4	-7	-6	-0.7	3	-26	4.0	0	2.2
COc1ccc(N2CCN(C(=O)CCCC3=NS(=O)(=O)c4ccccc4N3)CC2)cc1	-5	0.5	2	-1	-7	-0.3	-20	-43	3.0	-11	2.5
O=C(COC(=O)C1CC1)Nc1ccc(Cl)cn1	-1	1.8	0	1	10	0.2	5	-1	3.1	-2	2.0
CCN1CCCC1Cn1cnc2c([nH]c3ccc(Cl)cc32)c1=O (stereo unspecified)	0	-0.7	1	-2	5	1.1	19	-3	1.7	-7	0.9
O=C1OC[C@H]2CCCN2C(=O)[C@@H](CC(=O)N(CCO)Cc2ccccc2)C/C=C\CC[C@H]1Cc1ccc(F)cc1	7	-0.5	-1	-1	5	-0.5	29	5	1.2	2	1.9
Cc1onc(-c2ccccc2)c1C(=O)N(CC(C)C)c1c(N)n(CC(C)C)c(=O)[nH]c1=O	5	2.8	3	4	-9	0.4	-14	-10	0.9	-6	2.1
O=C(CCCCCN1C(=O)C2C3C=CC(C3)C2C1=O)Nc1nccs1 (stereo unspecified)	4	0.3	1	0	-7	-0.5	2	-4	2.4	3	1.8
COCCN1Cc2cccc(C(=O)Nc3ccc(S(=O)(=O)N4CCCCC4)cc3)c2C1=O	31	-2.6	-5	4	-10	-10	-1	15	0.2	-13	-1.6
CN(C)C(=O)C1C2NC(=S)N(c3ccccc3)C1(C)Oc1ccccc12 (stereo unspecified)	9	0.2	-6	1	-5	-0.5	-9	-23	0.1	-11	-1.7
OC(CN1C2=NCCCN2c2ccccc21)c1ccc(Cl)cc1 (stereo unspecified)	3	0.8	-1	0	-8	1.2	-7	4	3.9	-12	3.6
C#CCN1C(=O)S/C(=C\c2ccc(-c3ccc(Cl)c(C(=O)O)c3)o2)C1=O	2	1.5	6	-2	-16	1.1	-1	-6	0.4	0	-0.6
CCC(Sc1nc(C)cc(C)n1)C(=O)O (stereo unspecified)	-1	1.4	-1	0	0	-0.7	-8	-8	1.6	0	-0.1
O=C(O)C1CCCN(S(=O)(=O)Cc2ccccc2)C1 (stereo unspecified)	-18	.	0	0	4	-2.2	-11	0	3.3	-1	.
CC(=O)N(c1ccc2oc(=O)sc2c1)S(=O)(=O)c1cccc2cccnc12	1	-0.9	1	6	0	-1.0	-12	-2	-0.4	-3	-0.2
O=C(COc1ccc(Br)cc1)Nc1ccccc1C(=O)N1CCOCC1	-5	0.1	1	0	-2	2.3	-14	14	3.5	-8	-0.1
CCc1cc2c(SCC(=O)N3CC(=O)Nc4ccccc43)ncnc2s1	1	0.1	-3	2	-4	1.1	10	9	3.6	-4	5.7
O=C(NCc1ccncc1)C(=O)N/N=C/c1ccccn1	-6	-0.2	0	-1	-17	-2.0	8	1	1.1	3	8.3
O=C(CCc1ccc(S(=O)(=O)NCCc2ccccc2)cc1)NCc1ccc2c(c1)OCO2	5	1.8	-7	-2	-8	-2.6	8	17	-2.3	1	7.3
CCOC(=O)C1=CN(Cc2ccc(OC)cc2)C=C(C(=O)OCC)C1c1cccs1	5	-1.3	3	-11	-2	0.3	-6	-9	3.6	0	1.0
C/C(=N/NC(=O)c1ccoc1C)C12CC3CC(CC(C3)C1)C2	-5	3.3	-4	-2	-8	0.8	9	-16	2.2	-3	0.1
CCN1CCN(c2cc(C)c3cc(NC(=S)N4CCCC(C)C4)ccc3n2)CC1 (stereo unspecified)	10	1.7	-3	2	1	1.3	4	-6	2.1	8	-0.2

An excerpt from above in order of SMILES length, highest first.
SMILES	Tat export inh	E coli growth	HTR5A ag ctr	DAGLB inhibitor	PKA-R1A activ	CDK5 inh	SUMO Mot1 rescue	HTR5A inv ctr	phage Ecoli inh	PKA-R2B activ	AddAB inh
C/C(=N/NC(=O)c1ccoc1C)C12CC3CC(CC(C3)C1)C2	-5	3.3	-4	-2	-8	0.8	9	-16	2.2	-3	0.1
OC(CN1C2=NCCCN2c2ccccc21)c1ccc(Cl)cc1 (stereo unspecified)	3	0.8	-1	0	-8	1.2	-7	4	3.9	-12	3.6
CN(C)c1ccc(/C=C/c2nnnn2-c2ccccc2)cc1	-5	-0.6	-4	-7	-6	-0.7	3	-26	4.0	0	2.2

Arranged by SMILES length (rising): 10 of the compounds above.
SMILES	Tat export inh	E coli growth	HTR5A ag ctr	DAGLB inhibitor	PKA-R1A activ	CDK5 inh	SUMO Mot1 rescue	HTR5A inv ctr	phage Ecoli inh	PKA-R2B activ	AddAB inh
O=C(COC(=O)C1CC1)Nc1ccc(Cl)cn1	-1	1.8	0	1	10	0.2	5	-1	3.1	-2	2.0
O=C(O)C1CCCN(S(=O)(=O)Cc2ccccc2)C1 (stereo unspecified)	-18	.	0	0	4	-2.2	-11	0	3.3	-1	.
CN(C)c1ccc(/C=C/c2nnnn2-c2ccccc2)cc1	-5	-0.6	-4	-7	-6	-0.7	3	-26	4.0	0	2.2
OC(CN1C2=NCCCN2c2ccccc21)c1ccc(Cl)cc1 (stereo unspecified)	3	0.8	-1	0	-8	1.2	-7	4	3.9	-12	3.6
CCN1CCCC1Cn1cnc2c([nH]c3ccc(Cl)cc32)c1=O (stereo unspecified)	0	-0.7	1	-2	5	1.1	19	-3	1.7	-7	0.9
O=C(CCCCCN1C(=O)C2C3C=CC(C3)C2C1=O)Nc1nccs1 (stereo unspecified)	4	0.3	1	0	-7	-0.5	2	-4	2.4	3	1.8
CN(C)C(=O)C1C2NC(=S)N(c3ccccc3)C1(C)Oc1ccccc12 (stereo unspecified)	9	0.2	-6	1	-5	-0.5	-9	-23	0.1	-11	-1.7
C#CCN1C(=O)S/C(=C\c2ccc(-c3ccc(Cl)c(C(=O)O)c3)o2)C1=O	2	1.5	6	-2	-16	1.1	-1	-6	0.4	0	-0.6
COCCN1Cc2cccc(C(=O)Nc3ccc(S(=O)(=O)N4CCCCC4)cc3)c2C1=O	31	-2.6	-5	4	-10	-10	-1	15	0.2	-13	-1.6
Cc1onc(-c2ccccc2)c1C(=O)N(CC(C)C)c1c(N)n(CC(C)C)c(=O)[nH]c1=O	5	2.8	3	4	-9	0.4	-14	-10	0.9	-6	2.1

Screens as filed in PubChem.
